EPAC2 ag – agonists of human EPAC2 (RAPGEF4) | Q8WZA2 | EPAC2 activation, biochemical qHTS; response scale: 100% = 6.5 mM cAMP response | Potency, µM (highest dose often 154 µM), inactives show at the highest dose activation, usual class: activators | 360,000 tested, 0.079% active | AID 720711; further: potency means the concentration at half of the fitted maximal effect; nearly all actives have a fitted effect of over 50% in size
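Readout is BODIPY fluorescence (480 nm excitation, 540 nm emission), which falls as labeled GDP is exchanged off Rap1B. EPAC2 at 100 nM acted on 250 nM RAP1B-BODIPY-GDP with 50 uM GDP present.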
IL2 activator – IL-2 activation. activation, % (series mostly up to about 46 µM). IL-2 activation reporter assay, cell-based qHTS; stimulated with anti-CD3/CD4/CD28 beads; in transgenic mouse T cells. 360,000 tested, 0.065% active; in the data active means activation above about 50%; inconclusive means mostly about 30% to 49%; further: 0% is about no effect
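First, unstimulated transgenic mouse T cells were exposed to compound for 60 min. Next, anti-CD3/anti-CD4-coated beads with anti-CD28 were added. Finally, after 18 h at 37 degrees C, EGFP and DsRed were imaged.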
EPAC1 agonist – EPAC1 (human) agonism; 360,000 tested, 0.073% active; EPAC1 agonist qHTS, biochemical assay; response scale: 100% = response to 6.5 mM cAMP; AID 720707; Potency, µM (series often up to 154 µM), inactives show at the top dose activation, most hits filed as activators; further: potency means the concentration at half of the fitted maximal effect; nearly all actives have a fitted effect of over 60% in size
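Read-out is the fluorescence drop as BODIPY-GDP leaves Rap1B (480 nm excitation, 540 nm emission), recorded every 5 minutes over 30 minutes. Reactions held 100 nM EPAC1, 250 nM Rap1B–BODIPY-GDP and 50 uM GDP, with 6.5 mM cAMP setting full activation.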
PLK1 PBD block – inhibitors of human PLK1 polo-box domain binding; P53350; Plk1 PBD binding of FITC phosphopeptide, fluorescence polarization; Potency, µM, inactives show max response, negative = inhibition, usual class: inhibitors; 360,000 tested, 2.8% active; further: potency means the concentration at half of the fitted maximal effect; series mostly up to about 57 µM; on the % scale 0 is the no-effect control and ±100 the full control effect; nearly all actives have a fitted effect of over 65% in size
CCT modulator – modulators of cytosolic chaperonin (CCT/TRiC) activity; AID 651819; 360,000 tested, 0.3% active; purified chaperonin ATPase assay, HTRF ADP detection, 30 min; activity change, % (no concentration beside the values), hits read low; in the data active means activity change below about -30%; further: on the % scale 0 is the no-effect control and ±100 the full control effect
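TRiC (40 or 20 nM final, by batch activity) in 30 mM Tris pH 7.4, 100 mM KCl, 5 mM MgCl2, 1 mM DTT was treated with compound at 76 uM single dose, then 10 uM ATP, 30 min at 37 °C. ADP was read by HTRF Transcreener.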
PI5P4Ka inh – PI5P4K alpha (human) kinase inhibition; P48426; PI5P4Kalpha enzyme, ADP-Glo luminescence, 60 min; stronger effect = lower value; max response, %; 330,000 tested, 1.2% active; AID 652105; active means max response of -50% or lower; inconclusive means between -30% and -50%; inactive means -30% or higher; further: value at the top dose of about 77 µM; on the % scale 0 is the no-effect control and ±100 the full control effect
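Reactions run in 0.038 M HEPES pH 7.4, 0.28 mM EGTA, 0.1% CHAPS and 5% DMSO, with PI5P4Kalpha, substrate, compound and 5 microM ATP final, one hour at room temperature. Readout is ADP-Glo luminescence.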
WRN inhibitor – blocks human WRN helicase | Q14191 | WRN helicase unwinding, fluorescent forked duplex, kinetic | Potency, µM (top dose mostly 114 µM), for inactives: top-dose activity change, negative = inhibition, most hits filed as inhibitors | 360,000 tested, 0.46% active; further: potency means the concentration at half of the fitted maximal effect; on the % scale 0 is the no-effect control and ±100 the full control effect; nearly all actives have a fitted effect of over 55% in size
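Kinetic red-fluorescence monitoring (525/598 nm) tracks WRN helicase activity after 100 nM fluorophore-quencher forked duplex and 2 mM ATP are added to 20 nM enzyme pretreated 15 min at room temperature with compound.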
EPAC1 antag – blocks human EPAC1 exchange factor; O95398; EPAC1 GEF assay, Rap1b-BODIPY-GDP exchange fluorescence; Potency, µM (doses to about 115 µM), for inactives: at the top dose activity change, negative = inhibition, actives largely listed as inhibitors; 360,000 tested, 0.14% active;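 further: potency means the concentration at half of the fitted maximal effect; plate controls were vehicle for no effect and positive control for full effect; nearly all actives have a fitted effect of over 50% in size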
Numbers without * were called inactive; ? = inconclusive; · = not tested or not shown; [ ] = dose if it differs, or a comment. Unless noted, the call rests on the fitted dose curve; in most records, active means well fitted curve in the direction sought with a large enough effect; inconclusive means small, poorly fitted or top-dose-only effect, or another doubt; inactive means no such curve, though single readings can be large; an effect the other way counts as inactive or inconclusive. Some of the compounds tested, so the mix of outcomes need not match the whole.

PLK1 PBD block,EPAC1 agonist,EPAC1 antag,WRN inhibitor,CCT modulator,IL2 activator,PI5P4Ka inh,EPAC2 ag,mol
-3%,4%,-9%,-5%,0.4,-2.0,0,4%,CCc1ccc(C(=O)N2CCN(c3ccc(NC(=O)c4ccco4)cc3)CC2)cc1
-5%,-14%,-10%,0%,0.3,0.0,1,2%,C=C1CCN(C(CC(C)C)C(=O)OC)S(=O)(=O)c2ccccc21 (centres undefined)
-16%,-1%,11%,-5%,-0.5,-0.2,-4,56%,CC(C)(C)C(=O)Nc1ccccc1C(=O)NCc1ccco1
-21%,11%,3%,-18%,-0.7,0.3,-8,-12%,CCN1CCc2c(sc(N)c2C#N)C1
2%,4%,-21%,-6%,3.0,0.4,-3,5%,COc1ccc(-c2cc(C(=O)N(C)CC(=O)Nc3ccccc3C(F)(F)F)c3ccccc3n2)cc1OC
0%,0%,1%,-1%,-0.5,-1.2,8,-5%,O=C(CCNS(=O)(=O)c1cccs1)N1CCN(c2cccc(C(F)(F)F)c2)CC1
-4%,15%,-8%,-14%,-3.7,-4.8,-3,-1%,CSCc1ccc(C(=O)NCc2ccccc2)cc1
-8%,-4%,-21%,-2%,1.6,-0.8,1,-7%,Cc1cccc(OCC(=O)NCC(=O)N/N=C/c2cccs2)c1
?,-9%,?,-17%[11.6 µM],0.9,0.7,?,-7%,CC(C(=O)Nc1ccc(O)c(C(=O)O)c1)N1C(=O)/C(=C/c2cccs2)SC1=S (centres undefined)
-4%,4%,-8%,-6%,0.9,-0.8,0,7%,C[C@@H]1COc2cccc(N3CCSCC3)c2S(=O)(=O)N1
1%,-1%,6%,2%,1.2,-3.9,·,1%,COc1cc(C(=O)NCCC(=O)NC2CCCCCCC2)cc(OC)c1OC
0%,-4%,-1%,-17%,-1.0,0.6,-1,1%,CCc1sc(C(=O)Nc2ccc(F)cc2C)cc1C
-10%,-4%,-7%,-14%,-0.7,3.6,13,-6%,CCC(C)c1ccc(NC(=O)C2CCN(c3ccc(C(F)(F)F)cn3)CC2)cc1 (centres undefined)
-3%,1%,5%,8%,-4.3,-0.7,-1,1%,CC(=O)c1c(C)[nH]c(C(=O)OCC(=O)c2c[nH]c3ccccc23)c1C
-5%,6%,-3%,0%,-1.9,-0.9,0,9%,CCOc1ccc(N2C(=O)Nc3ccccc3C2(O)C(=O)NCc2ccc3c(c2)OCO3)cc1 (centres undefined)
-6%,-4%,-6%,-4%,-1.8,-1.3,0,3%,Nc1c(-c2ccccc2)c(CSc2nc3ccccc3[nH]2)nn1-c1cccc(C(=O)O)c1
4%,-11%,-3%,13%,3.0,-2.2,2,0%,Cc1cc(C)nc(SCC(=O)N2CCc3ccccc32)n1
-1%,-3%,6%,-2%,-1.2,1.9,0,14%,CCOC(=O)[C@@H]1[C@H]2COc3cc(OC)ccc3[C@H]2N2C(=O)N(c3ccc(C)cc3)C(=O)[C@]12C
-5%,0%,1%,-5%,-4.1,0.9,0,12%,CC(=O)c1c(C(C)=O)c(C)n(C2CCCCC2)c1C
-6%,13%,-9%,-13%,0.7,2.2,2,5%,CCc1nnc(NC(=O)CSc2nnc(-c3ccoc3C)n2-c2cccc(C)c2)s1
1%,6%,15%,-7%,1.3,-1.6,2,7%,CCOc1ccc(N2C(=O)C3ON(c4ccccc4)C(c4cccs4)C3C2=O)cc1 (centres undefined)
-8%,1%,9%,-2%,1.5,-3.2,11,8%,CCCn1c(SCC(=O)Nc2c(C)cccc2C)nnc1C(C)C
-20%,8%,-12%,-10%,-0.6,1.5,-25,9%,CC(=O)c1c(N2CCN(c3ccccc3)CC2)nc(=S)n(-c2ccccc2)c1C
0%,0%,0%,-4%,0.3,-1.3,-1,2%,Nc1nc(CN2CCCCC2)cs1
-21%,0%,3%,-19%[57.1 µM],-3.2,0.2,0,1%,Cc1cc(Cl)ccc1NC(=S)NCCCN1CCCC1=O
-3%,-1%,1%,9%,-2.7,-2.6,1,5%,COC(=O)c1cn(C(=O)c2cc(OC)c(OC)c(OC)c2)c2ccccc12
-3%,1%,-3%,-13%,-1.5,2.1,31,-6%,Fc1ccc(Nc2nnc(C(F)(F)F)s2)cc1Cl
3%,2%,10%,-3%[57.1 µM],-1.6,-2.1,·,1%,Cc1cc(/N=C/C=C2\N(C)c3ccccc3C2(C)C)n(CCC#N)n1
-3%,10%,11%,-1%,-0.6,-0.6,3,4%,COC(=O)CCC(=O)N1CCC(CCC(=O)NCc2ccc(F)cc2)CC1
-9%,-14%,-16%,-13%,1.9,-1.7,0,-6%,COCCN(C(=O)COC(=O)CCC1CCCC1)c1c(N)n(Cc2ccccc2)c(=O)[nH]c1=O
-8%,-5%,-7%,4%[57.1 µM],-2.5,-2.0,?,1%,Cc1cc(C(=O)CSc2n[nH]c(N)n2)c(C)n1-c1cc(F)ccc1F
2%,14%,0%,1%,0.8,-1.8,-3,-5%,CC(C)(C)N=C(NS(=O)(=O)c1cccs1)c1ccccc1
-5%,3%,-17%,9%,-2.8,0.8,7,-3%,CCc1ccc(OCC(=O)Nc2ncn[nH]2)cc1
-19%,10%,0%,-30%[57.1 µM],-2.9,-4.6,-1,1%,COc1ccc([N+](=O)[O-])cc1NC(=O)CSc1nncn1-c1ccccc1
-6%,7%,-2%,2%,2.4,-1.9,·,7%,Cc1sc2c(c1C)c(=O)n(-c1ccccc1)c1nnc(C)n21
-10%,-5%,11%,9%,-1.6,2.2,3,-5%,CCC(=O)Nc1ccc2c(c1)nc(CN1CCN(C(C)=O)CC1)n2C
-10%,8%,-1%,4%,-2.0,-0.3,-9,-5%,C=CCN1c2ccccc2[C@]23C[C@@H](C(=O)OC)N(C(=O)c4cc(C)oc4C)C2=NC(C(=O)OC)=C(C(=O)OC)[C@H]13
5%,10%,-7%,-11%,0.4,0.7,-1,28%,COc1nc(-c2ccccc2)cc(-c2ccccc2)n1
-16%,9%,-2%,-14%,-0.5,-0.5,-6,3%,O=C(COc1ccc(Cl)cc1)NCc1n[nH]c(=O)c2ccccc12
-7%,16%,4%,4%,-3.1,0.1,0,18%,CCOC(=O)C(=CNCC(=O)OC)C(=O)OCC
0%,13%,-12%,-11%,-1.7,0.8,0,1%,O=C(COc1ccccc1-c1ccccc1)N/N=C/c1cccc2ccccc12
-6%,9%,13%,-6%,-0.5,-0.9,8,1%,COc1ccc(-c2cn(-c3ccc(OC)cc3)c3[n+]2-c2ccccc2CC3)cc1
-23%,-20%,-7%,-3%,-0.5,0.9,3,5%,CCOC(=O)N1CCN(C2=C(NS(=O)(=O)c3ccccc3)C(=O)c3ccccc3C2=O)CC1
-5%,-4%,7%,-20%,-0.7,-2.5,·,3%,Cc1cccc(OCC(=O)Nc2cccc(-c3nnc(-c4ccccc4)o3)c2)c1C
6%,5%,10%,1%,0.7,0.4,-1,1%,COc1ccc(S(=O)(=O)N2CCC(C(=O)N[C@@H](C)C(=O)N3CCCC3)CC2)cc1
2%,-2%,20%,1%,-0.3,-2.5,·,-1%,Cc1cc(=O)n(C)c(=O)n1CCCNc1ccccc1
-2%,-7%,6%,-12%,-0.2,0.3,2,-16%,COc1ccccc1-n1nnnc1SCC(=O)NC1CCCC1
1%,7%,-20%,1%[57.1 µM],0.4,2.9,0,5%,CCN1CCN(c2ccc(S(=O)(=O)N3CCCC3)cn2)CC1
?,2%,-8%,4%,0.7,0.7,?,-6%,Cc1ccc(/C=C/C(=O)O)cc1S(=O)(=O)NCCCC(=O)O
-3%,-5%,-10%,-1%,0.1,-0.3,-3,10%,CC1(C)CC(=O)C=C(c2ccc(COC(=O)c3ccc(-c4ccccc4)cc3)cc2)C1=O

3 compounds out of the list above, ordered by the number in PLK1 PBD block, descending.
SMILES,PLK1 PBD block,EPAC1 agonist,EPAC1 antag,WRN inhibitor,CCT modulator,IL2 activator,PI5P4Ka inh,EPAC2 ag
COc1ccc(S(=O)(=O)N2CCC(C(=O)N[C@@H](C)C(=O)N3CCCC3)CC2)cc1,6%,5%,10%,1%,0.7,0.4,-1,1%
O=C(COc1ccccc1-c1ccccc1)N/N=C/c1cccc2ccccc12,0%,13%,-12%,-11%,-1.7,0.8,0,1%
COc1ccc(-c2cn(-c3ccc(OC)cc3)c3[n+]2-c2ccccc2CC3)cc1,-6%,9%,13%,-6%,-0.5,-0.9,8,1%

Later entries.
PLK1 PBD block,EPAC1 agonist,EPAC1 antag,WRN inhibitor,CCT modulator,IL2 activator,PI5P4Ka inh,EPAC2 ag,mol
2%,-21%,-16%,2%,-1.4,-0.1,15,-13%,CN(Cc1ccccc1)C(=O)c1[nH]cnc1C(=O)N[C@@H](CCCCNC(=O)OC(C)(C)C)C(=O)OC(C)(C)C
2%,-8%,15%,11%,-2.2,-0.5,4,-6%,COC(=O)/C=C/C1=CN(Cc2ccccc2)CCC1=O
?,4%,?,?,0.8,0.3,-19,23%,O=C(O)c1cccc(NC(=S)NC(=O)c2ccc(-c3ccc(Cl)cc3)o2)c1
0%,5%,-5%,-8%,-1.9,1.0,1,7%,CC(Sc1nnc(C2CC2)n1C1CC1)C(=O)N(C)C1(C#N)CCCCC1 (centres undefined)
-2%,18%,-16%,-2%,0.2,3.8,1,-3%,Nc1nonc1-n1nnc(C(=O)N/N=C/c2ccc(Br)cc2)c1-c1ccc2c(c1)OCO2
1%,1%,-13%,-12%,-0.8,-4.8,-1,12%,CN(C)c1ccc(N2CN=C3SCC(=O)N3C2)cc1
1%,-1%,1%,-4%,0.3,6.1,9,0%,Cc1cc(C(=O)NCCCN(C)C)c2ccccc2n1
0%,-17%,-1%,8%,-0.2,-0.6,-1,-1%[15.6 µM],O=C(NCCCO)c1ccc2[nH]c3ccccc3c2c1
-6%,-6%,?,5%,-0.2,-0.2,-6,3%,Fc1ccc(/C=N\Nc2cccc(F)c2)cc1
-14%,4%,-19%,1%[57.1 µM],-4.0,1.7,-7,8%,COc1ccc(N2CC(C(=O)Nc3ccc(S(=O)(=O)Nc4nccs4)cc3)CC2=O)cc1 (centres undefined)

High-throughput results from PubChem.
